# Screens from PubChem BioAssay.
# NCOA2 inhibitor: inhibits human steroid receptor coactivator 2; Q15596; HEK293 GAL4-SRC2 luciferase reporter, luminescence; inhibition, % at 9 µM; 370,000 tested, 0.17% active;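 active means inhibition above the mean inhibition of all tested compounds plus 3 SD, set per campaign, cut at about 52% in these data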;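 further: 0% = DMSO treated cells and 100% = cells given Gossypol at 36 µM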
# LRH-1 inv ag: inverse agonists of human LRH-1 (NR5A2) | O00482 | HEK293T StAR-luciferase reporter, LRH-1 transfected, 24 h | 360,000 tested, 0.13% active | inhibition, % at 3.6 µM;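 active means inhibition above the mean inhibition of all tested compounds plus 3 SD, cut at about 73% in these data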;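 further: 0% = DMSO wells and 100% = reporter-only cells lacking LRH-1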
# Target sequence (O00482 whole entry, looked up): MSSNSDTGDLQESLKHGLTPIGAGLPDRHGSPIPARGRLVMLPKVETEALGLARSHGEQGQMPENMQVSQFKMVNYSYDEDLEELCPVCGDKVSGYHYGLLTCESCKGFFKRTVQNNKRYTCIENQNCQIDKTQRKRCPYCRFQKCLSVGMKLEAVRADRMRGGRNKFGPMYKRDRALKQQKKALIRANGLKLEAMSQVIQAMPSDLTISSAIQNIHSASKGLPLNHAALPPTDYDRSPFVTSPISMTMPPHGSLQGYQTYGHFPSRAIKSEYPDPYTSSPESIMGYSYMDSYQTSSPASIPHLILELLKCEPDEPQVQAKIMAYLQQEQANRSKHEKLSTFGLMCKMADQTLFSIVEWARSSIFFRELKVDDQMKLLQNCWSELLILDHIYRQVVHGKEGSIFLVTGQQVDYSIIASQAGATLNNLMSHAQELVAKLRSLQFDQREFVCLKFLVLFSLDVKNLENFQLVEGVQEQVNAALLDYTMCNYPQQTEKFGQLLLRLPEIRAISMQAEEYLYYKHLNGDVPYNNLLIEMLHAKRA
# NR2F2 inh: blocks human COUP-TFII nuclear receptor | HEK293T NGFI-A luciferase reporter, luminescence | inhibition, % at 8.6 µM | 370,000 tested, 0.7% active | AID 686940;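 active means inhibition above a per-plate cutoff, mean inhibition of test wells between control levels plus 3 SD, cut at about 38% in these data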;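 further: cells cotransfected with COUP-TFII expression vector driving the NGFI-A reporter; 0% = median of COUP-TF2 test wells and 100% = reporter-only cells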
# Target sequence (P24468 whole entry, looked up): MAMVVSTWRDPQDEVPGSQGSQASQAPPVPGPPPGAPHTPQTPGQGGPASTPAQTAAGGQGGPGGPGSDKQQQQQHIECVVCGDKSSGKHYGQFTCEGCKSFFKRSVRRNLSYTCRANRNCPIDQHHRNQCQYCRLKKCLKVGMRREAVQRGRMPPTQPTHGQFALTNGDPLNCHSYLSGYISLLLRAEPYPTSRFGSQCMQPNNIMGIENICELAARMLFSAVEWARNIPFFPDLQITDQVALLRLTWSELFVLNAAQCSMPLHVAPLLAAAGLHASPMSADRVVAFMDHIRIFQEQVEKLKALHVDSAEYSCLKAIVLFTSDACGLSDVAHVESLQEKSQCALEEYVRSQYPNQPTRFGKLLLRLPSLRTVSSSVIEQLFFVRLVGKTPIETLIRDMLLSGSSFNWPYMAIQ
# CF NFkB inh: cystic fibrosis NF-kB activation inhibition; KKLEB NF-kB-GFP reporter, PAF-induced, GFP fluorescence overnight; inhibition, % at 5 µM; 360,000 tested, 0.86% active; AID 588850;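 active means at least 50% inhibition at 5 µM, scaled per plate between neutral and stimulator controls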;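 further: PAF is a Pseudomonas aeruginosa culture filtrate used as stimulus; plate controls were PAF-stimulated DMSO wells for no effect and unstimulated DMSO wells for full effect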
# C8 TRAIL sens: sensitizes caspase-8 expressing cells to TRAIL | 360,000 tested, 1% active | NB7+C8 cells + TRAIL, ATPlite viability luminescence | inhibition (viability loss, TRAIL sensitization), % at 10 µM | AID 624354;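 active means compounds causing at least 50% loss of cell viability in the single-dose screen, relative to plate controls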
# TWEAK Fn14 block: blocks TWEAK-Fn14 interaction in a reporter cell assay; 360,000 tested, 2% active; TWEAK-stimulated Fn14 reporter cells, luciferase luminescence, 8 h; AID 1159606; inhibition, % at 10 µM; in the data active means inhibition above about 50%
# TROY signal inh: blocks TROY-dependent signaling in reporter cells | Q293 LMP1-TROYcd NF-kB luciferase reporter, 4 h | inhibition, % at 10 µM | 360,000 tested, 0.98% active;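 active means compounds whose plate-normalised and pattern-corrected inhibition of the luciferase reporter signal at the single screening dose is 50% or more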
# EBV LMP1 NFkB: Epstein-Barr LMP1 NF-kappaB reporter inhibition. 350,000 tested, 0.69% active. inhibition, % at 12.5 µM. LMP1-induced NF-kappaB luciferase reporter cells, luminescence; in the data active means inhibition above about 41%;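 further: 0% = neutral control wells and 100% = reference inhibitor control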
# SRC1 inh: human NCOA1 inhibition. Q15788. HEK293 GAL4-SRC1 luciferase reporter, luminescence. inhibition, % at 3.6 µM. 360,000 tested, 0.12% active. AID 588354;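 active means inhibition above the campaign mean plus 3 SD, with each screening campaign given its own cutoff, cut at about 60% in these data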;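 further: 0% = DMSO treated cells and 100% = gossypol at 36 µM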
# NCOA3 inh: human NCOA3 inhibition | Q9Y6Q9 | HEK293 GAL4-SRC3 luciferase reporter, luminescence | inhibition, % at 3.6 µM | 360,000 tested, 0.17% active | AID 588352;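 active means inhibition above a per-campaign cutoff, the mean of all compounds plus 3 SD, cut at about 60% in these data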;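 further: 0% = DMSO-treated cells and 100% = gossypol-treated cells at 36 µM; higher means less SRC3-driven luciferase light from the GAL4 reporter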
# KKLEB cytotox: counter-screen for CF NF-kB inhibitors: cytotoxicity | KKLEB CF airway cells viability, ATPlite luminescence, overnight; active compounds read low; cells stimulated with P. aeruginosa culture filtrate | activity change (cytotoxicity), % at 5 µM | 360,000 tested, 0.36% active;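 active means corrected activity change at or below -50% at 5 µM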
# * = called active by the depositor; nt = not tested or not shown.
SMILES,NCOA2 inhibitor,LRH-1 inv ag,NR2F2 inh,CF NFkB inh,C8 TRAIL sens,TWEAK Fn14 block,TROY signal inh,EBV LMP1 NFkB,SRC1 inh,NCOA3 inh,KKLEB cytotox
CCc1c(C)nc2cc(C)[nH]n2c1=O,-19,7,-8,-10,-13,38,nt,-9,-5,-4,15
COc1ccccc1-c1cnc(C(O)c2cccc(C)c2C)[nH]1 (configuration not stated),-21,-4,0,4,-12,13,7,nt,-10,-4,9
CCOC(=O)c1c(C)nn(-c2ncccc2NC(=O)NC(C)C)c1C,-4,1,5,5,8,-5,4,6,4,11,2
O=C(C(Cl)Cl)N1CCN(Cc2ccccc2)CC1,0,37,-1,7,-4,2,0,8,-4,1,5
C=CCSc1nc2c(N)ncnc2n1C1OC(CO)C(O)C1O (configuration not stated),-14,6,-9,-5,-1,13,-11,-10,-4,1,6
Cc1ccc2nc(-c3ccccc3)cc(C(=O)NCCCn3ccnc3)c2c1,8,6,-19,-10,-6,9,-6,0,-20,9,-2
NS(=O)(=O)c1ccc(NC(=S)N2CCN(c3ccc(Cl)c(Cl)c3)CC2)cc1,-4,14,38*,-2,31,17,14,14,1,27,14
Cc1ccc(NS(=O)(=O)c2cccc(C(=O)O)c2)cc1S(=O)(=O)N1CCOCC1,8,4,4,-1,10,-59,4,-4,6,11,3
CCOC(=O)C(CCCCCOc1ccccc1[N+](=O)[O-])C(=O)OCC,-2,24,-5,-12,0,9,6,0,-7,8,1
Cc1cc(C(=O)OCc2nnc(-c3ccccc3)o2)c(C)n1-c1ccccc1,12,6,9,3,11,29,-35,16,9,-6,0
O=C(CCn1c(=O)oc2ccccc21)NCCN1CCc2ccccc2C1,-4,0,8,16,-21,3,-11,16,8,8,10
COc1cccc(CC(=O)Nc2ccc(-c3csc(C)n3)cc2)c1,-13,-22,-27,-2,32,-16,-31,-1,4,8,7
CC(C)Cc1cc(C(=O)Nc2cc(Br)ccc2O)no1,-40,-95,-52,34,10,-31,1,-31,-54,-31,7
CC(C)N(CCNS(=O)(=O)c1ccc(Cl)cc1)C(C)C,0,-13,1,-6,-2,20,-3,-6,4,12,5
CN(C)S(=O)(=O)c1ccc(C(=O)N2CCN=C2SCc2ccccc2)cc1,-14,-10,15,-10,-3,-1,14,-9,-7,-5,2
CC1CCN(c2nc3c(c(=O)[nH]c(=O)n3C)n2CCSc2ncccn2)CC1,-35,21,-25,12,-8,-15,-18,0,-15,2,0
CC(C)[C@H](NC(=O)c1c(F)cccc1F)C(=O)Nc1cccc(Br)c1,0,-9,5,-2,0,21,-7,-1,-1,-2,4
COc1ccc(C(=O)NC(C)c2nc3ccccc3n2C)cc1OC (configuration not stated),-38,0,-1,3,8,7,1,-7,19,7,-12
COC(=O)C1=C(C)N(CCc2ccc(OC)c(OC)c2)C(=O)C1,5,-5,-9,2,-1,-4,7,-6,3,-1,7
COCCNC(=O)C1CCCN(C(=O)Cc2cccc3ccccc23)CC1 (configuration not stated),1,11,-7,-26,-13,-3,1,nt,8,16,14
O=C(Nc1ccncc1)c1ccc2ccccc2c1,-37,-71,-14,-3,-2,-1,-32,-1,-50,-73,4
COc1cc(/C=C/C(=O)O)ccc1OS(=O)(=O)c1cc(Br)ccc1C,-17,4,-1,-12,-14,-11,8,-22,-4,19,-8
CCCNS(=O)(=O)c1ccc(Oc2ncc(C(F)(F)F)cc2Cl)cc1,13,1,1,-3,-15,-19,-9,6,-17,14,15
Cc1ccc(C(=O)NCCCN2CCOCC2)o1,9,5,4,-1,-6,7,8,2,2,9,10
O=C(NCc1ccccc1Cl)c1ccc[nH]1,-3,11,-11,2,-9,-14,2,5,-22,10,-14
COc1cc(C(=O)NCC(c2cccs2)N2CCOCC2)c([N+](=O)[O-])cc1OC (configuration not stated),-9,-7,-11,3,3,17,0,0,10,-12,-4
COC(=O)[C@]12CCCCC=C1N(Cc1cccc3ccccc13)C(=O)[C@H](CC(=O)NCCCCc1ccccc1)C2,1,-25,-6,nt,15,25,3,nt,nt,nt,nt
Cc1ccc(-c2cc(C(=O)Nc3cnn(C45CC6CC(CC(C6)C4)C5)c3)no2)cc1,nt,19,nt,2,6,-62,-7,7,4,24,2
Cc1nc(C)c(C(=O)Nc2ccccc2-c2ccccc2)o1,4,0,4,2,-15,8,5,6,-32,19,2
CC(C)(C)c1cc2cccnc2n1Cc1cccc(Cl)c1,-5,-13,0,7,-2,3,0,12,-3,-6,-14

# Part of the list above in order of molecular weight, ascending:
SMILES,NCOA2 inhibitor,LRH-1 inv ag,NR2F2 inh,CF NFkB inh,C8 TRAIL sens,TWEAK Fn14 block,TROY signal inh,EBV LMP1 NFkB,SRC1 inh,NCOA3 inh,KKLEB cytotox
O=C(NCc1ccccc1Cl)c1ccc[nH]1,-3,11,-11,2,-9,-14,2,5,-22,10,-14
CC(C)(C)c1cc2cccnc2n1Cc1cccc(Cl)c1,-5,-13,0,7,-2,3,0,12,-3,-6,-14
COc1cc(/C=C/C(=O)O)ccc1OS(=O)(=O)c1cc(Br)ccc1C,-17,4,-1,-12,-14,-11,8,-22,-4,19,-8

# More compounds follow:
SMILES,NCOA2 inhibitor,LRH-1 inv ag,NR2F2 inh,CF NFkB inh,C8 TRAIL sens,TWEAK Fn14 block,TROY signal inh,EBV LMP1 NFkB,SRC1 inh,NCOA3 inh,KKLEB cytotox
CCCc1cc(=O)oc2cc(OCC(=O)NCCc3ccc(S(N)(=O)=O)cc3)ccc12,6,41,-12,7,-18,-9,3,0,1,-6,8
COc1ccc(/C=C/C(=O)N2CCCC2)cc1OC,-41,1,-2,2,2,-11,-11,-6,11,-1,7
CCOC(=O)c1c(NC(=O)CN2CCCc3ccccc32)sc(C)c1CC,9,-4,-13,3,9,5,16,7,-4,10,5
Cc1ccc(NC(Cc2cc(C)no2)c2ccccc2)cc1 (configuration not stated),4,17,-10,-12,-3,14,21,3,-16,-12,-2
Cc1sc(NC(=S)NC(=O)c2ccc(C(C)(C)C)cc2)c(C#N)c1C,-9,-6,12,2,17,7,28,15,6,7,-4
CC1(C)Cc2c(C#N)c(N)n(-c3ccccc3)c(=O)c2CO1,-32,7,4,5,-10,-4,12,0,-2,-6,4
CCC(C)c1nc2c(c(N3CCC3=O)c1-c1ccccc1)CCCC2 (configuration not stated),-3,-19,-10,7,-15,8,-11,-1,0,-5,-9
COc1c(Cl)cc(Cl)cc1CNCCNCCO,-24,-7,0,20,-14,0,-9,2,13,-2,-9
C[C@H](CO)N1C[C@H](C)[C@@H](CN(C)C(=O)NC2CCCCC2)Oc2c(NC(=O)Nc3ccccc3)cccc2C1=O,-9,13,-14,10,-6,-2,9,1,-8,-8,4
CC(C)(O)[C@H]1Cc2cc3ccc(=O)oc3cc2O1,-52,-58,-24,-3,18,-13,-32,-1,-55,-40,15
C[C@H]1CN=C(Nc2ccccc2)N1CCc1ccc(F)cc1,-20,-7,-9,-15,3,2,-4,-1,2,-5,1
COc1ccc(NC(=O)C2CCC(C)(C(=O)O)C2(C)C)cc1 (configuration not stated),-19,14,-2,-14,4,1,-3,3,-8,-209,3
Cc1cc2c(=O)n(CC(=O)N3CCN(c4ccccc4)CC3)cnc2s1,2,2,3,11,-5,7,9,-3,8,-5,-3
Cc1ccc(CNC(=O)CCn2ccc3cc(S(=O)(=O)N4CCCC4)ccc32)cc1,20,2,-1,1,-9,-7,-12,-1,-6,-3,-8
CCn1cc(C(=O)O)c(=O)c2cc(F)c(N3CCN(C(=S)NC(=O)c4ccccc4C)CC3)cc21,4,-4,-25,18,17,-33,15,-4,2,-18,-8
COc1ccc(COC(=O)Oc2ccc(CNC(C)=O)cc2OC)c([N+](=O)[O-])c1,-1,0,-29,-8,20,1,-16,-11,-15,-5,11
COc1ccc(-c2cc(C(F)(F)F)nc(NCc3ccco3)n2)cc1OC,nt,24,nt,38,1,-17,-12,11,1,4,-25
O=C(/C=C/c1ccc(S(=O)(=O)N2CCOCC2)cc1)N(CCO)Cc1ccccc1,-10,7,-17,-12,-8,-2,4,-2,-9,25,-6
O=[N+]([O-])c1cc(/C=N/Nc2nc(N3CCCCC3)nc(N3CCCCC3)n2)ccc1O,16,10,13,3,-8,-21,1,5,13,-8,-8
COc1ccccc1-c1nnc(SCC(=O)Nc2ccc3[nH]c(=O)[nH]c3c2)n1N,11,0,7,25,-1,17,0,-2,4,9,-15
CCN1CCCC1CNC(=O)CCNC(=O)c1cc(OC)c(OC)c(OC)c1 (configuration not stated),-19,12,-7,3,-8,-12,-1,-11,-3,0,5
Nn1c(Nc2ccccc2)nc2sc3c(c2c1=O)CCC3,17,-20,-8,-5,25,-2,5,-7,-23,-34,-3
O=C(Nc1cccc(NC(=O)c2nccc3ccccc23)c1)c1ccco1,-4,0,0,-7,28,3,-77,-17,-21,-9,-10
Cc1cc(=O)n(CCCO)c(O)c1C#N,-3,-13,1,4,6,0,-8,2,-11,-2,17
CN(C)c1nnnn1-c1ccc(Oc2ccccc2)cc1,1,20,1,9,2,-15,9,3,-33,7,17
CC1(C)CC(N2CN(C3CCCCC3)CC2=O)CC(C)(C)N1,-15,8,0,-3,-1,-3,1,-5,-16,-15,2
CN1C(=O)C(CC(=O)NCCc2ccccc2)N(NC(=O)c2ccc(Cl)cc2)C1=S (configuration not stated),26,-4,7,16,13,21,-12,4,-8,13,-14
COc1ccc2cc(OCC(=O)NNC(=O)Nc3ccc(OC)c(OC)c3)ccc2c1,-18,8,18,-1,2,11,4,0,-6,12,-4
CN(CC(=O)NC(=O)NC(C)(C)C)CC(=O)Nc1ccccc1Cl,1,-8,-22,13,-7,0,8,-7,-6,-6,-12
COc1ccc(CNC(=O)CN(Cc2ccco2)C(=O)CCC(=O)Nc2ccccn2)cc1,10,11,12,16,-16,2,-10,-1,6,-20,3
Nc1ncc(Br)cc1S(=O)(=O)NCCC(=O)NC1CCCCC1,11,-18,17,12,-12,-10,-11,4,-56,16,7
COc1ccc(C2(O)CCN(CC(=O)Nc3nc(-c4ccccc4)cs3)CC2)cc1,4,18,15,-15,-6,83*,46,4,2,5,4
NC1=NC(=O)/C(=C\c2cccs2)S1,-7,7,-9,20,1,-23,-46,2,10,17,-2
COC1=C(NCc2ccc3c(c2)OCO3)C(=O)C(OC)=C(NCc2ccc3c(c2)OCO3)C1=O,20,-1,1,14,19,5,-6,0,-4,12,-21
C[C@@H]1CN([C@H](C)CO)C(=O)CCCn2nncc2CO[C@@H]1CN(C)S(=O)(=O)c1cn(C)cn1,-14,-6,-5,-15,-2,-3,-4,-5,9,-13,12
COc1ccc(NC(=S)Nc2ccc3cn[nH]c3c2)cc1,-2,8,-12,30,17,2,13,-1,3,7,-6
O=C(COc1ccc(-c2nnco2)cc1)NCc1ccccc1Cl,-33,-1,-15,-5,-2,-1,-1,-2,2,18,0
COc1ccc(NC(=S)N(CCN2CCOCC2)Cc2ccccc2F)cc1,18,-13,6,1,11,-1,-2,-2,6,9,6
CC1=Nc2cc(C(=O)N3CCCC3)ccc2Sc2c(C)ccc(C)c21,-25,-18,-54,18,41,-29,17,21,2,-34,-7
